# PDI inh = inhibitors of human PDI, primary screen, biochemical, turbidity, single point, plate reader | 350,000 compounds, 0.052% hits | inhibition, % at 10 µM | Protein disulfide-isomerase (Homo sapiens), P07237 | AID 588391, 2011 | PDI insulin aggregation turbidity, A650, 90 min;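 active = mean inhibition across replicates of 30% or more, whatever share of single replicates reach that level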;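 also: absorbance from insulin aggregation driven by PDI reduction with DTT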
# Target sequence (P07237 whole entry, looked up): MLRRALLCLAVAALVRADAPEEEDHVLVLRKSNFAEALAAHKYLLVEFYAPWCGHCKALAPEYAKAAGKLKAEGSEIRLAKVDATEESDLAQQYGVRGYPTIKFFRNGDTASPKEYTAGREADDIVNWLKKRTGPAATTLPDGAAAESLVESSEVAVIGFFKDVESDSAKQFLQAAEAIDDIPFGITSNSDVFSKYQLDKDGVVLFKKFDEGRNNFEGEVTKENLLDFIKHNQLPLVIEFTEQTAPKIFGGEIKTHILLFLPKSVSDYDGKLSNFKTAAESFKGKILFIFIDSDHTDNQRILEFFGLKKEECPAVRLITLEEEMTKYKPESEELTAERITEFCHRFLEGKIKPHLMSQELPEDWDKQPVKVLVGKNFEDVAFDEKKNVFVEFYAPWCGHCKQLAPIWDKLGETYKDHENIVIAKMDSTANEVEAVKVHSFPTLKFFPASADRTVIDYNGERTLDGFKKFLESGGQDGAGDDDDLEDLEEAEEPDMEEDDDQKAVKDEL
# Peg3 prom inh = Peg3 promoter-driven luciferase inhibitors, primary screen, cell-based, HeLa, luciferase luminescence; inhibition, % at 20 µM; AID 588405, 2011; 360,000 compounds, 1.7% hits; HeLa PEG-Prom luciferase reporter, overnight;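 active = inhibition of at least 50% at 20 µM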
# HIF-2a block = HIF-2a reporter inhibitors, primary screen, luminescence, 786-0 RCC cells; AID 624352, 2012; 360,000 compounds, 0.72% hits; 786-0 RCC cells HIF-2a reporter, luciferase luminescence, overnight; inhibition, % at 18.8 µM;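 active = inhibition of the luminescence signal of 40% or more relative to plate controls, in a single-dose primary screen at 18.75 µM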
# Vif imaging = HIV Vif self-association inhibitors, primary screen, imaging, HEK293T, single point; HEK293T cells, Vif self-association by quenched fluorescence, 24 h; inhibition, % at 7.49 µM; 340,000 compounds, 0.35% hits; in the data active = inhibition above about 50%, passing the limit was not always enough; also: some results filed as inactive read as strong as hits
# NR2E3 ag-1 = NR2E3 agonists in two-hybrid cells, primary screen, cell-based, luminescence, CHO-S, Gal4-NCOR/VP16-NR2E3; luciferase; AID 602229, 2012; Photoreceptor-specific nuclear receptor (Homo sapiens), Q9Y5X4; inhibition of corepressor binding, % at 3.98 µM; 360,000 compounds, 0.35% hits;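 active = inhibition above the mean of all tested compounds plus 3 SD, cut at about 70% in these data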;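 also: 0% = DMSO with NR2E3 transfected cells and 100% = cells lacking NR2E3 construct; higher means lower luciferase signal from less NR2E3 corepressor binding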
# Target sequence (Q9Y5X4 whole entry, looked up, the tested form may be a part): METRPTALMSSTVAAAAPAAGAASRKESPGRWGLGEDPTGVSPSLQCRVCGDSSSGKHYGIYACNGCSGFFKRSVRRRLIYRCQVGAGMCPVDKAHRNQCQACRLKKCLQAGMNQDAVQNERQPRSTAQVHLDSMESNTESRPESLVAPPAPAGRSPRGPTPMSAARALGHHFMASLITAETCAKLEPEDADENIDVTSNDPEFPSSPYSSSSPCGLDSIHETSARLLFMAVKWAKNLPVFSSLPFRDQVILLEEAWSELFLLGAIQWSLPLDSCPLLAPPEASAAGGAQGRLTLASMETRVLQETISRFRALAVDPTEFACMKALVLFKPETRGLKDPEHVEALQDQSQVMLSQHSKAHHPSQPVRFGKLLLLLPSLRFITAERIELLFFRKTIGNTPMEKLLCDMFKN
# aDG glyco up = activators of alpha-DG glycosylation, primary screen, uHTS, Pro5-aDG cells, AlphaScreen; activation, % at 10 µM; alpha-DG glycosylation AlphaScreen (IIH6); 0% Pro5, 100% B10-LARGE cell signal; 360,000 compounds, 0.22% hits; AID 624168, 2012;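 active = activation of at least 8% versus controls, or a plate z-score of at least 8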;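 also: Pro5 are CHO cells carrying HIG-tagged alpha-DG that lacks glycosylation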
# Granule exo inh = LAMP-1 surface exposure blockers, TALL-104 cells – cell-based, flow cytometry, MLPCN library, primary screen; TALL-104 LAMP-1 surface exposure; cells stimulated with thapsigargin and PMA; inhibition, % at 10 µM; 360,000 compounds, 0.66% hits; AID 651702, 2012;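 active = inhibition above about 55%, limit read from the data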
# hiPSC survival = enhancers of single-cell hiPSC survival, primary screen, ATPlite luminescence; 100% = ROCK inhibitor wells, 0% = DMSO; 360,000 compounds, 0.044% hits; survival enhancement, % at 20 µM; in the data active = survival enhancement above about 18%;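 also: cells exposed to compounds for 16 hours before the ATP read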
# NR2E3 ag-2 = inhibitors of NR2E3-RetCOR corepressor binding, primary screen, NR2E3 agonist project, biochemical, TR-FRET, GST-NR2E3, biotin-RetCOR; Photoreceptor-specific nuclear receptor (Homo sapiens), Q9Y5X4; 1536-well; inhibition of corepressor binding, % at 4.78 µM; 320,000 compounds, 0.12% hits; AID 2300, 2010;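 active = percent inhibition above the cutoff of mean plus 3 SD of all tested compounds, set per screening campaign, cut at about 20% in these data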;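 also: 0% = DMSO wells and 100% = biotin wells as full block of FRET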
#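 System: GST-tagged NR2E3 plus biotinylated RetCOR corepressor; Buffer or medium: pH 7.5 Tris-based buffer; Probe or stimulus: RetCOR corepressor, biotinylated, 7 nM; Doses: compound at 4.8 µM, single dose; Schedule: 5 h incubation at 4 °C; Technique: time-resolved FRET; Evaluation: percent inhibition of TR-FRET ratio; Replication: one well per compound, singlicate testing.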
# CaV13 ICDI inh = Disruptors of the CACNA1D IQ motif to Ca2+-dependent inactivation inhibitor domain association, primary screening, Förster resonance energy transfer in intact living …; HEK cells, CFP/YFP FRET ICDI-IQ, plate reader, 10 min; percent FRET-ratio fall versus neutral wells; inhibition, % at 12.3 µM; 340,000 compounds, 0.098% hits; AID 743397;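 active = mean replicate inhibition of at least 30% and at least 1% of replicates passing that level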;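 also: 0% = median of the neutral control wells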
# TRPM1 prom inh = inhibitors of MITF-dependent TRPM1 promoter reporter, primary screen, cell-based, SK-MEL-5, single point, luciferase; SK-MEL-5 TRPM1 promoter luciferase, 24 h; inhibition, % at 12.5 µM; 330,000 compounds, 0.83% hits;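 active = mean inhibition across replicates of 60% or more, whatever share of single replicates reaches that level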; also: values of inactives mirror those of a sister screen read the other way
# Numbers without * were called inactive; · = not tested or not shown.
item	molecule	CaV13 ICDI inh	HIF-2a block	NR2E3 ag-1	Vif imaging	aDG glyco up	NR2E3 ag-2	PDI inh	Peg3 prom inh	Granule exo inh	hiPSC survival	TRPM1 prom inh
1	O=C(c1cccs1)N1CCN(c2ccccc2)CC1	3.0	-36.5	-10.1	-2.0	-0.2	-0.4	1.6	-6.8	7.7	2.4	-17.6
2	CCC(c1nnc(SCC(=O)Nc2c(F)cccc2F)n1Cc1ccccc1)N(C)C (stereo not given)	-6.1	10.1	-19.7	-0.3	-0.1	-1.2	6.7	1.2	-8.6	0.0	4.6
3	C/C(=N\O)C(=O)NCc1ccccn1	-0.3	11.7	-17.8	1.7	-0.3	-3.5	-1.1	15.7	-0.6	10.4	3.7
4	Cc1cc(=O)[nH]c(SCCCOc2ccccc2Cl)n1	-9.6	-3.2	-16.7	2.8	-0.1	1.9	0.0	-3.2	1.5	2.2	-15.7
5	Nc1n[nH]c(N)c1N=Nc1cccc(F)c1	-5.7	-156.7	-6.5	-13.8	-0.2	-1.8	-5.1	-93.7	-2.1	1.2	-36.5
6	O=C(NN(c1ccccc1)c1ccccc1)c1ccc([N+](=O)[O-])o1	-5.3	14.1	19.0	8.4	1.0	-2.8	-6.7	20.7	-1.0	-2.2	47.2
7	CCc1ccc(-c2ccc(C(=O)C(F)(F)F)[nH]2)cc1	-4.4	-267.8	-91.9	3.0	2.4	0.0	4.9	-349.0	-1.6	-3.0	-44.1
8	Cc1cc(-c2ccn[nH]2)c(C)s1	-5.3	-5.9	4.8	2.4	-0.1	-0.2	0.5	-19.7	0.3	0.1	3.9
9	COc1ccc(CCNC(=O)CCNS(=O)(=O)c2cccc(Cl)c2)cc1OC	-4.7	-52.4	-5.9	7.0	-0.1	4.3	-6.1	-147.1	0.5	-0.4	-7.1
10	CC1=C(C(=O)N(C)C)CC(CC(=O)NC2CC2)C(=O)N1Cc1ccccc1 (stereo not given)	-6.5	8.5	-47.5	1.4	0.1	·	-11.8	-5.3	2.7	-0.4	·
11	CC(=O)N1N=C(c2cccc(NS(C)(=O)=O)c2)CC1c1cccs1 (stereo not given)	-4.5	-8.2	-13.2	-5.4	-0.1	4.2	-2.9	-9.2	1.3	-1.2	-1.7
12	C=C(Cl)COc1ccc2c(C)cc(=O)oc2c1	-7.8	-117.1	-21.2	-0.9	0.0	-0.6	1.2	-66.8	2.5	-0.6	-22.3
13	CC(C)(C)c1ccc(/C=N/NC(=O)Cc2c[nH]c3ccccc23)cc1	-5.6	-7.3	-5.3	-18.3	0.1	2.7	5.6	4.0	1.5	-3.0	15.9
14	CCN(CC)S(=O)(=O)c1cc(NC(=O)C(=O)c2c(-c3ccccc3)cc3ccccn23)ccc1C	-4.3	18.6	18.4	-2.3	0.6	-0.3	13.5	7.3	1.1	0.5	3.1
15	CC(=O)NS(=O)(=O)c1ccc(NC(=S)NC(=O)C2CCC2)cc1	·	1.6	-15.4	-8.0	0.1	·	-1.5	-171.7	0.0	0.0	6.1
16	CN(CC(=O)Nc1cccc(F)c1)CC(=O)Nc1cccc(S(=O)(=O)N2CCCCC2)c1	-5.5	1.2	0.1	-4.6	0.3	2.1	22.8	36.4	1.6	2.1	8.1
17	CCOc1cc(-c2nnc(NC(=O)c3ccco3)o2)cc(OCC)c1OCC	-6.3	25.0	6.9	-6.4	0.3	3.2	8.1	4.7	-2.2	0.8	11.6
18	COc1cccc(NC(=O)Cn2c(=O)n(CC3CCCO3)c(=O)c3ccccc32)c1 (stereo not given)	-5.2	-7.1	-3.5	-6.2	1.4	0.8	4.3	-1.5	0.3	-0.1	4.4
19	CCOC(=O)C1(Cc2ccccc2C)CCCN(C(=O)CCn2nccc2C)C1 (stereo not given)	-4.2	-8.1	16.6	9.1	-0.1	5.4	9.3	9.9	-1.1	-1.5	-2.9
20	CC(C)CN(C(=O)C1CCCC1)C1CCS(=O)(=O)C1 (stereo not given)	-5.7	2.9	6.7	-0.4	0.3	·	-0.5	9.6	-2.3	-0.2	0.2
21	CCc1ccc(NC(=S)Nc2cc(OC)c(NC(=O)C(C)C)cc2OC)cc1	-4.9	-48.3	9.6	15.2	-0.5	1.5	9.7	-16.5	0.5	-1.9	-14.6
22	OCc1ccccc1OCCCN1CCC(Cc2ccccc2)CC1	-4.2	14.3	26.1	11.5	0.6	2.5	-3.9	8.9	69.1*	-0.8	2.9
23	Cc1ccc(N/N=C/c2cccnc2)cc1	-1.9	-267.8	-8.3	-1.2	-0.1	-1.4	1.8	-319.9	3.0	1.1	-35.2
24	COc1ccc(C(N)=S)cc1	-3.4	12.1	-14.1	2.0	-0.2	3.1	4.9	5.0	-4.0	0.1	-6.5
25	COc1ccc(CCNC(=O)CSc2nnc(C(C)N(C)C)n2Cc2ccccc2)cc1OC (stereo not given)	-6.3	9.8	15.1	-1.3	-0.3	-2.3	2.5	11.0	1.8	-0.3	-3.8
26	S=c1[nH]nc(-c2ccco2)n1/N=C/c1ccccc1	7.4	9.6	12.8	-4.6	0.0	-4.0	-15.5	1.0	-0.8	0.8	6.5
27	COC(=O)c1c(C)c[nH]c1C	·	1.6	24.2	13.8	0.0	-2.3	·	10.2	-5.5	-1.4	0.7
28	Cc1cccc(NS(=O)(=O)c2cccc(C(=O)N3CCN(S(=O)(=O)c4ccccc4)CC3)c2)c1	-2.3	20.6	1.2	-14.6	0.1	0.1	17.2	15.5	-5.3	0.3	9.2
29	CCc1oc(C(=O)O)cc1COC	·	16.7	11.0	-3.3	-0.2	4.7	3.4	1.8	-0.8	-0.7	7.4
30	Cc1cc(C)n(C(=O)c2ccc([N+](=O)[O-])cc2Cl)n1	-1.6	15.9	4.2	1.1	0.0	3.0	2.8	6.3	-4.0	-0.5	2.4
31	O=C(c1cccc(C(F)(F)F)c1)N1CCC(O)(CS(=O)(=O)Cc2ccc(Cl)cc2)CC1	-5.5	22.7	25.6	-8.6	0.3	1.2	-5.4	26.1	-0.3	8.3	9.0
32	COc1ccccc1-c1cc(C(F)(F)F)nc(NCc2cccs2)n1	-4.8	16.4	1.9	-10.5	-0.2	-2.4	9.6	19.4	-1.1	0.9	9.6
33	Cc1cc(=O)[nH]c(SCC(=O)OCc2ccccc2)c1C#N	-5.5	8.3	-25.6	0.9	-0.3	-1.5	3.1	-30.1	0.2	-0.7	-14.5
34	Cc1ccccc1S(=O)(=O)N(C)C[C@H]1OCc2cn(nn2)CCCC(=O)N([C@H](C)CO)C[C@@H]1C	-8.1	10.2	6.4	21.9	0.0	·	·	-2.3	-1.7	-1.1	·
35	CCCCOc1ccc(/C=N/NC(=S)Nc2cccc(C)c2C)cc1	-4.4	5.6	-1.1	24.4	0.3	2.2	1.8	-1.6	-0.3	5.0	-7.0
36	O=C(Nc1ccc(Cl)c(Cl)c1)c1csc(-c2ccccc2)n1	-3.5	-82.7	-5.8	2.8	-0.2	-0.7	-2.4	-38.0	-0.1	1.1	13.4
37	CCCCN1C(=O)C(CC(=O)NCCN2CCOCC2)CC(C(=O)N(CC)CC)=C1C (stereo not given)	-5.0	7.8	-15.7	-2.1	-0.3	·	-1.8	-4.2	11.2	1.7	·
38	O=C(COC(=O)/C=C/c1ccc(F)cc1)NCc1ccc2c(c1)OCO2	-5.2	10.6	15.9	2.0	0.4	·	-8.4	6.2	2.9	2.2	17.4
39	C[C@@H]1CN([C@H](C)CO)C(=O)c2c(c3ccccc3n2C)-c2ccccc2CO[C@H]1CN(C)Cc1cccc(C(=O)O)c1	-6.6	3.7	-21.6	0.9	-0.1	·	5.4	13.2	-5.8	-1.2	·
40	CNS(=O)(=O)c1cccc(C(=O)OCC(=O)c2c(N)n(Cc3ccccc3)c(=O)n(C)c2=O)c1	-3.4	11.6	-49.2	-4.0	-0.2	·	-1.9	14.8	7.2	-2.1	13.4
41	CCCCN(C=O)c1c(CC)nc2c(OCC3CCCCC3)cccn12	-4.6	5.3	-14.4	-5.0	0.4	·	8.9	22.2	2.4	2.3	·
42	CNc1nc(C)c(C(C)=O)cc1C#N	·	13.2	-12.5	1.1	0.3	1.6	3.2	6.5	-0.9	2.5	9.9
43	O=C(O)CNC(=O)c1ccc(NS(=O)(=O)c2ccc3ccccc3c2)cc1	-4.9	8.5	-31.8	-3.4	-0.1	3.2	8.1	-3.1	7.6	-0.6	-0.3
44	O=S(=O)(NCC(Nc1ccc(Cl)cc1)c1ccccc1)c1ccc(Cl)cc1 (stereo not given)	-3.0	23.5	16.4	-5.7	0.6	1.2	-2.6	38.8	-0.7	-2.6	2.6
45	C=CCN1C(=O)/C(=C\c2cccs2)C(C(=O)OC)=C1C	-7.8	-54.5	-31.6	-6.2	2.7	2.5	1.3	-34.8	-2.1	-1.8	5.9
46	CC(=O)c1ccc(NC(=O)C2CCC(C)(C(=O)O)C2(C)C)cc1 (stereo not given)	-5.4	-1.5	-23.4	0.3	0.0	1.4	-0.8	5.0	0.8	-0.7	8.2
47	O=C(CCN1CCN(Cc2ccccc2)CC1)NNC(=O)Nc1cccc([N+](=O)[O-])c1	·	-0.6	-9.3	-0.1	0.0	·	6.3	5.1	-2.1	1.0	1.5
48	Cc1ccc(C)c(C(=O)COC(=O)C2CCN(c3ccc(C(F)(F)F)cn3)CC2)c1	-6.8	15.9	1.5	-9.1	0.0	2.9	-4.2	0.5	-3.3	-0.4	2.5
49	CCn1c(=O)cc(OCC(=O)N2CCc3ccccc32)c2ccccc21	-1.6	-8.5	-19.2	2.5	0.0	·	·	4.6	2.8	2.7	·
50	COc1ccc(S(=O)(=O)N(Cc2ccccc2)Cc2nc3ccccc3c(=O)[nH]2)cc1	-2.5	21.2	-7.7	3.2	0.3	2.3	10.7	18.4	1.4	-2.0	-4.5
51	CCc1nn2c(=O)cc(CSCC(=O)Nc3ccccc3F)nc2s1	·	-7.0	-34.4	-4.0	-0.1	0.7	0.1	-21.5	-4.7	0.8	-8.5

# Looked up above:
# CCCCOc1ccc(/C=N/NC(=S)Nc2cccc(C)c2C)cc1 @ Granule exo inh: -0.3
# CCc1nn2c(=O)cc(CSCC(=O)Nc3ccccc3F)nc2s1 @ Vif imaging: -4.0

# Screening results (PubChem)
